hcGAS inh = blocks human cGAS activity. recombinant h-cGAS, ATP depletion, Kinase-Glo luminescence. actives 0.081% (n = 290,000). AID 1259398. Q8N884. inhibition, % at 12.5 µM;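 further: 0% = vehicle reaction and 100% = reaction without DNA for no activity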
Target sequence (Q8N884 whole entry, looked up): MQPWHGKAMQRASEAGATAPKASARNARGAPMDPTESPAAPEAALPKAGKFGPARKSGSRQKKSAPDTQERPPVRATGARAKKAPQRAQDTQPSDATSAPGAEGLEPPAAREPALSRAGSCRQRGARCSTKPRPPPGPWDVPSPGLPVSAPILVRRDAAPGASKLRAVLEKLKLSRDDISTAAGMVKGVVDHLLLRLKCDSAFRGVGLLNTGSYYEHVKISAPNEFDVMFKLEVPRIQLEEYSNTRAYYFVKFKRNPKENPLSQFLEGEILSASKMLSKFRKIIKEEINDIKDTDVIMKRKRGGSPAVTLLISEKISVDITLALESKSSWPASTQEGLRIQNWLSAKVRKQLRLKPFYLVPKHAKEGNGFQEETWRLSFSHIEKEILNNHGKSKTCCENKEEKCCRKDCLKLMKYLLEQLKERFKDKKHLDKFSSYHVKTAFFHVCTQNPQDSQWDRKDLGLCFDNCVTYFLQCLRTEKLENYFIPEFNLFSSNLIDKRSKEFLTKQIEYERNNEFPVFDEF
mcGAS inh = mouse cGAS inhibition by luminescence. Q8C6L5. recombinant cGAS, Kinase-Glo ATP depletion luminescence. inhibition, % at 12.5 µM. actives 0.15% (n = 160,000). AID 1259399;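 further: 0% = negative control wells and 100% = reference inhibitor with no enzyme activity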
NPYLR7 ag = activates Aedes aegypti NPYLR7 receptor; HEK293T NPYLR7/Galpha15, GCaMP6s calcium fluorescence; activation, % at 10 µM; actives 0.15% (n = 270,000); in the data active means activation above about 40%;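 further: 0% = vehicle and 100% = reference agonist at the receptor; some compounds past the cut are filed as inactive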
Starred values were filed as active, the others as inactive. Unless noted, no stated cut-off is given here; in the data, active means inhibition above about 40%; inactive means the rest. The order is random. Share with any hit: about 0.29%.

`Cc1nc(-c2ccncc2)ncc1C(C)NC(=O)CN1CCCCC1` (stereo not given) gave hcGAS inh -6.5 and NPYLR7 ag 3.1.
Cc1noc(C)c1S(=O)(=O)Nc1cc(-c2ccco2)nn1C1CCS(=O)(=O)C1 (stereo not given) was read as hcGAS inh -6.7, mcGAS inh -8.0 and NPYLR7 ag -0.3.
Screening COc1cc([N+](=O)[O-])c(Cl)cc1N returned hcGAS inh -0.5 and NPYLR7 ag -8.1.
Screening Cc1nnc(CN(C)C(=O)NC(c2ccccc2Cl)C(C)C)n1C (stereo not given) returned hcGAS inh 6.0 and NPYLR7 ag -23.3.
`COCC(=O)NC1CCN(c2ccccc2C(=O)NCc2cccc(F)c2)CC1` gave hcGAS inh -0.2, mcGAS inh 0.1 and NPYLR7 ag -0.4.
For COc1ccc(-n2c(SCc3ccc(Cl)c(Cl)c3)nnc2C2CCCCC2)cc1 the results were hcGAS inh -3.4 and mcGAS inh -3.8.
For COc1ccc(S(=O)(=O)Nc2cccc([N+](=O)[O-])c2)cc1Br the results were hcGAS inh -2.9, mcGAS inh -3.2 and NPYLR7 ag -1.2.
For CC(C)(C(=O)Nc1ccc(F)cc1)c1ccc2c(c1)OCCO2 the results were hcGAS inh -2.8 and NPYLR7 ag -4.2.
For O=C1OC(c2ccccc2F)=N/C1=C\C(Br)=C\c1ccccc1 the results were hcGAS inh -2.7 and NPYLR7 ag -1.0.
CC1(C(=O)NCc2ccccc2Br)CCN1C(=O)CC(c1ccccc1)c1ccccc1 (stereo not given) was read as hcGAS inh -8.7, mcGAS inh -3.5 and NPYLR7 ag 13.7.

Continued (three carried over from the part before).
For CC(C)(C(=O)Nc1ccc(F)cc1)c1ccc2c(c1)OCCO2 the results were hcGAS inh -2.8 and NPYLR7 ag -4.2.
For O=C1OC(c2ccccc2F)=N/C1=C\C(Br)=C\c1ccccc1 the results were hcGAS inh -2.7 and NPYLR7 ag -1.0.
CC1(C(=O)NCc2ccccc2Br)CCN1C(=O)CC(c1ccccc1)c1ccccc1 (stereo not given) was read as hcGAS inh -8.7, mcGAS inh -3.5 and NPYLR7 ag 13.7.
`O=C(NN=C1CCSc2ccc(F)cc21)C1COc2ccccc2O1` (stereo not given) gave hcGAS inh 0.1, mcGAS inh -4.2 and NPYLR7 ag 2.8.
CCOC(=O)c1sc(=NC(=O)c2ccc(C(=O)OC)cc2)n(C)c1C was read as hcGAS inh -9.4 and NPYLR7 ag -1.5.
Screening CCN(Cc1ccc(N(C)C)cc1)S(=O)(=O)c1ccc(C(C)=O)cc1 returned hcGAS inh -2.7, mcGAS inh -16.5 and NPYLR7 ag -1.0.
Screening COc1cccc(Cn2c(=O)c(C(=O)N3CCN(C(C)=O)CC3)nn(-c3ccc(C)c(Cl)c3)c2=O)c1 returned hcGAS inh -6.3, mcGAS inh -6.9 and NPYLR7 ag 13.3.
Screening Cc1ccc(-n2cnc(Cl)c2C#N)cc1 returned hcGAS inh -2.7 and NPYLR7 ag 6.0.
Screening O=C(c1cc(-c2ccccc2F)nn1-c1ccc(Cl)c(Cl)c1)N1CCN(c2ccccc2Cl)CC1 returned hcGAS inh -3.8, mcGAS inh -3.7 and NPYLR7 ag -0.7.
Cc1cc(-c2nnc3sc(-c4cc(C)on4)nn23)n[nH]1 was read as hcGAS inh -3.9, mcGAS inh -7.3 and NPYLR7 ag 0.5.
`CN(C)CCCOc1ccc(-c2nnc3ccc(-c4cncc5ccccc45)cn23)cc1` gave hcGAS inh 2.8, mcGAS inh 3.3 and NPYLR7 ag 10.6.
For O[C@H]1CN(Cc2cnn(CCN3CCOCC3)c2)C[C@@H]1N1CCCCC1 the results were hcGAS inh -1.2 and NPYLR7 ag 12.6.
For O=C1CCCc2cc(C(=O)Nc3ccn(CC(=O)N4CCOCC4)n3)ccc2N1 the results were hcGAS inh 14.2 and NPYLR7 ag 0.4.
O=C(C=Cc1ccco1)OC1CCOC1=O (stereo not given) was read as hcGAS inh -4.4 and NPYLR7 ag -3.8.
Screening CCOC(=O)C(C#N)C1c2cc(Br)ccc2OC(=N)C1C(=O)OCC (stereo not given) returned hcGAS inh 0.5 and NPYLR7 ag -7.2.
Screening CCOc1ccc(N2C(=O)CSC2c2cccc(NC(=O)c3ccc(F)cc3)c2)cc1 (stereo not given) returned hcGAS inh -4.5, mcGAS inh -4.0 and NPYLR7 ag 17.5.
Screening O=C(O)c1cc(-c2cccc(Cl)c2)nc2nc(N3CCCCC3)sc12 returned hcGAS inh 19.5 and NPYLR7 ag -3.0.
Screening Cc1ccc(/C=C/C2=NC(=C\c3ccc(F)cc3)/C(=O)O2)cc1 returned hcGAS inh -5.4 and NPYLR7 ag 1.0.
O=C(C1CC1)N(Cc1ccccn1)c1nc2ccccc2s1 was read as hcGAS inh -7.5, mcGAS inh -7.6 and NPYLR7 ag -2.5.
CC(CCCC(C)(C)O)Cc1[nH]cnc1-c1ccccc1 (stereo not given) was read as hcGAS inh -4.8 and NPYLR7 ag 21.8.
CCc1nnc(CN(CC)C(=O)C2CC(=O)N(C(C)(C)C)C2)o1 (stereo not given) was read as hcGAS inh -16.7 and mcGAS inh -7.2.
O=C(COc1ccccc1)N1CCN(c2ccc(-n3cccn3)nn2)CC1 was read as hcGAS inh 2.3, mcGAS inh -2.7 and NPYLR7 ag -3.7.
For CCCNC(=O)CN1CCc2cc(Br)ccc21 the results were hcGAS inh 2.0 and NPYLR7 ag -27.3.
CN1CCN(C(CNC(=O)NCCCc2ccccc2)c2ccc(N(C)C)cc2)CC1 (stereo not given) was read as hcGAS inh -7.4, mcGAS inh -8.3 and NPYLR7 ag 3.8.
Cc1cc(C(=O)N2[C@@H]3CC[C@H]2CNC(=O)C3)c(-c2ccccc2)o1 was read as hcGAS inh 0.3 and NPYLR7 ag -2.1.
For CCOc1ccc(C2NC(=O)NC(C)=C2[N+](=O)[O-])cc1OC (stereo not given) the results were hcGAS inh -4.2 and NPYLR7 ag -3.8.
For COc1ncccc1-c1ccc(C(O)CN2CCOCC2)cc1 (stereo not given) the results were hcGAS inh 0.5, mcGAS inh -15.3 and NPYLR7 ag 5.9.
Screening Nc1nnc(SCC(=O)Nc2ccc(F)cc2)s1 returned hcGAS inh -0.8, mcGAS inh -2.4 and NPYLR7 ag -11.6.
COCCN(CCC(=O)N1CCOCC1)c1nc(-c2ccc(OC)cc2)nc2ccccc12 was read as hcGAS inh 0.9, mcGAS inh 1.5 and NPYLR7 ag -29.5.
`CC(C)CN(Cc1ccc(OS(=O)(=O)c2cccc(C(F)(F)F)c2)cc1)C(=O)C1C[C@H]1c1ccccc1` (stereo not given in full) gave hcGAS inh -3.6, mcGAS inh -5.1 and NPYLR7 ag 11.8.
Screening CCOc1cccc(C=Nn2c(-c3ccc(C)cc3)n[nH]c2=S)c1O returned hcGAS inh 1.0, mcGAS inh -3.1 and NPYLR7 ag -7.5.
Screening COc1cc(C)ccc1NS(=O)(=O)c1ccc(C(=O)O)cc1 returned hcGAS inh -7.9 and NPYLR7 ag 7.1.
Screening CCC(C(=O)N(CCOC)CC(=O)N(Cc1ccco1)Cc1cccn1C)c1ccccc1 (stereo not given) returned hcGAS inh -7.0, mcGAS inh -7.3 and NPYLR7 ag 4.2.
CCC(C(=O)N(Cc1nc2cc(Cl)ccc2o1)C1CC1)c1ccccc1 (stereo not given) was read as hcGAS inh -3.1, mcGAS inh -5.6 and NPYLR7 ag 0.3.
For CN(CC(=O)Nc1cc2c(cc1Cl)OCCCO2)CC(=O)Nc1c(Cl)cccc1Cl the results were hcGAS inh -6.5 and NPYLR7 ag -8.3.
CC(Nc1cccc(C(=O)NC2CC2)c1)c1nnc(-c2ccc(F)cc2)o1 (stereo not given) was read as hcGAS inh -3.6 and NPYLR7 ag 4.3.
Cc1cccc(C2CC(C(=O)N3CCOCC3)CN(C(=O)Cc3ccccc3)C2)c1 (stereo not given) was read as hcGAS inh -11.0 and NPYLR7 ag 6.3.
For Cc1nc2n(n1)C(=O)C(C(c1ccc([N+](=O)[O-])cc1)N1CCC(O)CC1)S2 (stereo not given) the results were hcGAS inh 0.8 and NPYLR7 ag 1.0.
`CCCOC(=O)NCCOC(=O)N(O)c1ccccc1` gave hcGAS inh -4.0 and NPYLR7 ag -15.0.
For CCOC(=O)c1nn(-c2ccc(C)cc2)c(=O)cc1N1CCN(c2ccccc2)CC1 the results were hcGAS inh -3.6 and NPYLR7 ag 9.0.
CNC(=O)[C@@H]1C[C@H](N)CN1C(=O)c1csc2c1CCCC2 was read as hcGAS inh 6.0, mcGAS inh -1.5 and NPYLR7 ag 0.6.
`CS(=O)(=O)c1ccc(CN2C(=O)C3(CCC3)ON=C2c2cccs2)cc1` gave hcGAS inh 2.1 and NPYLR7 ag 1.8.
CCc1ccccc1-c1nc(OC)nc(OC)n1 was read as hcGAS inh 1.0, mcGAS inh -6.5 and NPYLR7 ag 3.7.
`COC(=O)Cn1c(=O)c(C(=O)COC(=O)CCC2CCCC2)c(N)n(Cc2ccccc2)c1=O` gave hcGAS inh -9.3 and NPYLR7 ag -2.8.
CS(=O)(=O)CCC(=O)NC1(c2nccs2)CCCC1 was read as hcGAS inh -5.0, mcGAS inh -14.7 and NPYLR7 ag -1.1.
Screening CC(Cn1ccnc1)NC(=O)Nc1cn[nH]c1 (stereo not given) returned hcGAS inh -16.6 and NPYLR7 ag 5.5.
Screening Cc1c(Br)c([N+](=O)[O-])nn1CC(=O)NCCCn1ccnc1 returned hcGAS inh 0.5, mcGAS inh -1.3 and NPYLR7 ag -3.5.
Cc1ccccc1C1(O)CCN(C(=O)c2cn3cccnc3n2)C1 (stereo not given) was read as hcGAS inh -5.3 and NPYLR7 ag 6.5.
For BrC1(Br)C2C3CC4C5CC(Br)(C42)C1C53 (stereo not given) the results were hcGAS inh -11.0 and NPYLR7 ag -2.4.
`N#CCC(=O)NNC1=NCCC1` gave hcGAS inh -4.6 and NPYLR7 ag -5.8.
Screening O=C(CC1SC(=Nc2ccccc2)NC1=O)Nc1ccc(C(=O)O)cc1 (stereo not given) returned hcGAS inh -1.6 and NPYLR7 ag 3.8.
Screening CCN(CC)CCN1CCN(c2ccnc3c(-c4cc(C(F)(F)F)cc(C(F)(F)F)c4)cnn23)CC1 returned hcGAS inh -7.4, mcGAS inh -2.0 and NPYLR7 ag -6.3.
For c1cc2n(c1)CCCN(Cc1ccncc1)C2c1ccoc1 (stereo not given) the results were hcGAS inh -8.0, mcGAS inh -5.8 and NPYLR7 ag 18.3.
O=C(c1cn2cc(Cl)ccc2n1)N1CCCC(N2CCC(CO)CC2)C1 (stereo not given) was read as hcGAS inh -5.7, mcGAS inh -16.8 and NPYLR7 ag 0.8.
`Cc1ccc(Cn2nccc2NC(=O)Cc2ccc3c(c2)OCCO3)o1` gave hcGAS inh -12.9, mcGAS inh -8.8 and NPYLR7 ag 7.4.
Screening COc1c(F)c(F)c(C(=O)c2c(O)cc(-c3c(F)c(F)c(OC)c(F)c3F)oc2=O)c(F)c1F returned hcGAS inh -5.0 and NPYLR7 ag 1.4.
Cc1ccc(CN2CCn3nc(C(=O)NCCN(C)C)cc3C2)s1 was read as hcGAS inh 0.6 and NPYLR7 ag 10.0.
For O=C(CSc1ncnc2c1nnn2Cc1ccccc1F)N1CCc2ccccc21 the results were hcGAS inh -7.4, mcGAS inh -8.6 and NPYLR7 ag 12.3.
CCCN(CC1CCCO1)C(=O)CCc1nnc(CCc2ccc(OC)cc2)o1 (stereo not given) was read as hcGAS inh -7.1 and NPYLR7 ag 0.8.
Screening O=C(Cc1n[nH]c(=O)c2ccccc12)N1CCCC1c1cccs1 (stereo not given) returned hcGAS inh -6.3, mcGAS inh -7.1 and NPYLR7 ag 7.7.
`CCOC(=O)N1CCN(CC(=O)Nc2ccc(F)cc2)CC1` gave hcGAS inh -8.9 and NPYLR7 ag -7.5.
Screening COc1ccc(NC(=O)c2ccc(-n3nc(-c4cccc(C)c4)cc3N)cc2)cc1Cl returned hcGAS inh -2.7, mcGAS inh -6.0 and NPYLR7 ag -8.6.
Screening CC(=O)N(C)Cc1cccc(NC(=O)N2CCN3CCCCC3C2)c1 (stereo not given) returned hcGAS inh -5.2, mcGAS inh -6.0 and NPYLR7 ag 2.1.
`N#Cc1c(N)n(-c2ccccc2Cl)c2nc3ccccc3nc12` gave hcGAS inh -7.1 and NPYLR7 ag 6.0.
CCSC1CCC(N(C)Cc2ccncc2)C1 (stereo not given) was read as hcGAS inh -17.5 and NPYLR7 ag -2.0.
For CS(=O)(=O)NCCSCC1CCCCC1 the results were hcGAS inh -20.1 and NPYLR7 ag -0.8.
Cc1ccccc1CSc1nnc(C(C)NC(=O)COc2ccccc2)n1-c1cc(Cl)ccc1C (stereo not given) was read as hcGAS inh 5.9, mcGAS inh 1.2 and NPYLR7 ag -5.5.
Screening CN(C)C[C@H]1O[C@@H](CO)[C@@H](O)[C@H]1N1CCN(c2ncccn2)CC1 returned hcGAS inh -6.6, mcGAS inh -8.8 and NPYLR7 ag -7.5.
For O=C(c1ccc(C2CCNC2)cc1)N1CCC2(C=Cc3ccccc32)CC1 (stereo not given) the results were hcGAS inh -4.0, mcGAS inh -9.7 and NPYLR7 ag 3.2.
For C=CCn1c(=NC(=O)C2=COCCO2)sc2cc(OCC)ccc21 the results were hcGAS inh -8.3 and NPYLR7 ag 3.7.
Screening CCCCn1c(=O)n(CC(=O)NC2CCCCC2C)c(=O)c2c1ncn2CCC(C)C (stereo not given) returned hcGAS inh -1.3 and NPYLR7 ag 0.2.

Structural class, the compounds so far with a COOH group
Screening O=C(O)c1cc(-c2cccc(Cl)c2)nc2nc(N3CCCCC3)sc12 returned hcGAS inh 19.5 and NPYLR7 ag -3.0.
Screening COc1cc(C)ccc1NS(=O)(=O)c1ccc(C(=O)O)cc1 returned hcGAS inh -7.9 and NPYLR7 ag 7.1.
Screening O=C(CC1SC(=Nc2ccccc2)NC1=O)Nc1ccc(C(=O)O)cc1 (stereo not given) returned hcGAS inh -1.6 and NPYLR7 ag 3.8.

Assay outcomes: PubChem, Fisher Drug Discovery Resource Center
